bovine MsrA act – bovine MsrA enzyme activators, primary screen, biochemical, absorbance, HTS. purified bovine MsrA, absorbance read-out. activation, % at 10.6 µM. Methionine sulfoxide reductase A (Bos taurus). 360,000 tested, 0.3% active; in the data active means activation above about 7.5%;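 further: 0% = vehicle and 100% = reference activator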
CSN deneddyl inh – inhibitors of CSN-mediated cullin deneddylation, primary screen, biochemical, fluorescence polarization, uHTS; COP9 signalosome complex subunit 5 (Homo sapiens), Q92905; Purified CSN, SCF-Nedd8-OG deneddylation; inhibition, % at 12.5 µM; 360,000 tested, 0.38% active; AID 651999, 2013;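 active means pattern-corrected inhibition above about 35%, with an unprinted fluorescence ratio check between 0.5 and 1.5, limit read from the data, passing the limit was not always enough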;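 further: 0% = enzyme with substrate and 100% = substrate without enzyme; some results filed as inactive read as strong as hits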
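test system = HEK293T-derived human Csn5 enzyme | amount = 0.24 nM Csn5 enzyme, final concentration | medium = Tris/NaCl/DTT buffer, pH 7.5 | schedule = 90 min reaction at room temperature | signal = FP | evaluation = inhibition of Csn5 cleavage, % | compound dosing = single dose of 12.5 µM compound with 0.25% DMSO | probe or stimulus = 10 nM SCFSkp2-Nedd8OG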
MLLE-PAM2 inh – inhibitors of PABP1 MLLE–PAM2 peptide binding, primary screen, biochemical, fluorescence polarization, FITC-PAM2, GST-MLLE | Polyadenylate-binding protein 1 (Homo sapiens), P11940 | inhibition, % at 20 µM | 360,000 tested, 0.36% active | AID 588489, 2011; in the data active means inhibition above about 35%, passing the limit was not always enough;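 further: plate controls were DMSO wells with GST-MLLE for no effect and wells lacking GST-MLLE protein for full effect; some results filed as inactive read as strong as hits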
MT1-MMP act inh – blockers of MT1-MMP proenzyme processing, primary screen, HT1080 RFP-PRO-GFP cells, GFP/RFP fluorescence | Matrix metalloproteinase-14 (Homo sapiens), P50281 | GFP/RFP ratio fluorescence, overnight; percent of plate control window, DMSO zero | GFP/RFP ratio change, % at 20 µM | 360,000 tested, 0.061% active;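 active means GFP/RFP ratio change of at least 30% with cell ATP level not reduced by more than half and red fluorescence within 50% of control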; further: strong numbers were not always called active
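Test system: HT1080 cells expressing an RFP-PRO-GFP fluorescent reporter construct / Compound dosing: single-point 20 µM compound, 1% DMSO / Schedule: cells overnight before dosing, compound overnight, 37 °C, 5% CO2 / Evaluation: GFP/RFP fluorescence ratio / Control set: DMSO and RFP-L50D-GFP cell wells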
Rpn11 inh – Rpn11 (PSMD14) deubiquitinase inhibitors, primary screen, biochemical, fluorescence polarization, uHTS; 26S proteasome non-ATPase regulatory subunit 14 (Homo sapiens), O00487; human 26S proteasome, Ub4-pepOG fluorescence polarization; 20S core pre-blocked with epoxomicin; calls only at 20 µM; 360,000 tested, 0.59% active;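 active means inhibition at 20 µM, scaled to each plate's controls, above about 33%, limit read from the data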
FAS TE block – FAS thioesterase domain inhibitors, primary screen, biochemical, fluorescence intensity, uHTS; 360,000 tested, 0.67% active; Fatty acid synthase (Homo sapiens), P49327; recombinant FAS-TE, OMFH fluorogenic substrate, fluorescence endpoint; AID 602261, 2012; inhibition, % at 15 µM;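 active means compounds whose normalised, plate-corrected inhibition of enzyme fluorescence in the single-dose primary screen is 50% or more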;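 further: 0% = DMSO with enzyme and 100% = substrate without enzyme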
E coli Lon inh – inhibitors of E. coli Lon protease, primary screen, biochemical, fluorescence polarization. purified E. coli Lon protease. AID 602123, 2011. inhibition, % at 7.94 µM. 360,000 tested, 0.42% active. P0A9M0; in the data active means inhibition above about 13%, passing the limit was not always enough;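 further: 0% = enzyme with probe and DMSO and 100% = no enzyme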
MsrA inhibitor – bovine MsrA enzyme inhibitors, primary screen, biochemical, absorbance, HTS | 360,000 tested, 0.75% active | purified bovine MsrA, absorbance read-out | Methionine sulfoxide reductase A (Bos taurus) | AID 651718, 2012 | inhibition, % at 15.5 µM; in the data active means inhibition above about 4.5%;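 further: 0% = vehicle wells with enzyme and 100% = reference inhibitor wells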
Rin1-Abl PPI inh – inhibitors of Rin1-Abl protein binding, primary screen, biochemical, TR-FRET; inhibition, % at 7.35 µM; 360,000 tested, 0.4% active; Tyrosine-protein kinase ABL1 (Homo sapiens) + Ras and Rab interactor 1 (Homo sapiens), …; in the data active means inhibition above about 5%, passing the limit was not always enough
Target sequence (P00519 whole entry, looked up): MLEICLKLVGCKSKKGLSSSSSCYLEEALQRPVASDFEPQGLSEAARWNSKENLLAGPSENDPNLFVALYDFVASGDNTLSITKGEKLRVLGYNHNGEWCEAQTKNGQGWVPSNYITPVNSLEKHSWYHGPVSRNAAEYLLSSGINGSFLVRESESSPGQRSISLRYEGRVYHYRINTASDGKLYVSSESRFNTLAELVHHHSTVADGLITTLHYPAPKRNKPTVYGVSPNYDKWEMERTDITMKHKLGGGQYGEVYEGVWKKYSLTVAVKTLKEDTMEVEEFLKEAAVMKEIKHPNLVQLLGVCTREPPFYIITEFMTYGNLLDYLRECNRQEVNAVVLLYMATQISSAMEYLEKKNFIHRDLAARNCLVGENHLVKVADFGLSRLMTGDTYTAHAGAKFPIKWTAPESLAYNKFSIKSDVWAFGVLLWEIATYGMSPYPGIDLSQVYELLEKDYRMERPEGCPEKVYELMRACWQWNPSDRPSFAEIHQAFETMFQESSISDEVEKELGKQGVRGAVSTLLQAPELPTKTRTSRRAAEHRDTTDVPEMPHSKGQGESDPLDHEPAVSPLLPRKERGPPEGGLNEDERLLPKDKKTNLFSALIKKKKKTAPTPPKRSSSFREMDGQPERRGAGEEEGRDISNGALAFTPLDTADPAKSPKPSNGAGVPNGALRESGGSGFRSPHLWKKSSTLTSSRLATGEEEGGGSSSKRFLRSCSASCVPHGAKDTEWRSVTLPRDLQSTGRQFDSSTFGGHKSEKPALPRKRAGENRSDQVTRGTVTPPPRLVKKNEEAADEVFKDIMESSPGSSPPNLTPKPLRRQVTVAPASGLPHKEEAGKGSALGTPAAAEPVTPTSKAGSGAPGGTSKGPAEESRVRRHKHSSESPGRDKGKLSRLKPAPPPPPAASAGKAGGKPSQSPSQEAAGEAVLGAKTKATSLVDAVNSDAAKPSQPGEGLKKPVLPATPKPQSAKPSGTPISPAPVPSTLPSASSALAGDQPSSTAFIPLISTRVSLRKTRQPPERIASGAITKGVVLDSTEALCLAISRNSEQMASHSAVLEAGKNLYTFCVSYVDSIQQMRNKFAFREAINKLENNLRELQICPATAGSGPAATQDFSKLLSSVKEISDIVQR
Target sequence (Q13671 whole entry, looked up): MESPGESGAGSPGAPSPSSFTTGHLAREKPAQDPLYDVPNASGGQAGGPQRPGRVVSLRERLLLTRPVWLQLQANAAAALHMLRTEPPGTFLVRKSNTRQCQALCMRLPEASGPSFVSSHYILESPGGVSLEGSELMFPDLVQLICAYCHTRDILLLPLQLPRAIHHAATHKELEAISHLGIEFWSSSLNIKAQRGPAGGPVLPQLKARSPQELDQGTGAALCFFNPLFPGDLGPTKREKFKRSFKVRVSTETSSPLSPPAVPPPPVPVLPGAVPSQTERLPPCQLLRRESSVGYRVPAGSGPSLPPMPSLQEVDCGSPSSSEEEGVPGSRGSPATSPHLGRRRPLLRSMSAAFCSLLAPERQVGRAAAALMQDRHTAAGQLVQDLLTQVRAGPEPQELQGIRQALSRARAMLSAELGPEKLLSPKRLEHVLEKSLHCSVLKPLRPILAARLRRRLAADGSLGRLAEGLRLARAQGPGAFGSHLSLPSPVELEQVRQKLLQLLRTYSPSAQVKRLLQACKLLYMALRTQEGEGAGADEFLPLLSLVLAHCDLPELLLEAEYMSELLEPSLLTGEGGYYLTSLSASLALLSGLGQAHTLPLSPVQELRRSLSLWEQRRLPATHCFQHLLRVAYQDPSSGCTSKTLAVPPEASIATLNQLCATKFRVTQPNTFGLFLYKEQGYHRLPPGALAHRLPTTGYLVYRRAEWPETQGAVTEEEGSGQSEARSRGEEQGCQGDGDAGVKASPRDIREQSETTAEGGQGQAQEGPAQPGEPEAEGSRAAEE
Numbers without * were called inactive.

What do the screens show for `COc1cc(NC(C(=O)Nc2cccc(C(C)=O)c2)c2ccccc2)cc(OC)c1OC` (configuration not stated)?
bovine MsrA act: -12; CSN deneddyl inh: -1; MLLE-PAM2 inh: 2; MT1-MMP act inh: 2; Rpn11 inh: inactive; FAS TE block: 7; E coli Lon inh: 3; MsrA inhibitor: 0.7; Rin1-Abl PPI inh: -2

How did CCC(=O)N1c2ccccc2NC2=C(C(=O)CCC2)C1c1ccco1 (configuration not stated) do in these assays?
bovine MsrA act: -3; CSN deneddyl inh: 0; MLLE-PAM2 inh: 4; MT1-MMP act inh: 0; Rpn11 inh: inactive; FAS TE block: -6; E coli Lon inh: 5; MsrA inhibitor: 3.1; Rin1-Abl PPI inh: 0

How did C1CCc2c(nc3nnnn3c2NCC2CC2)C1 do in these assays?
bovine MsrA act: -3; CSN deneddyl inh: 5; MLLE-PAM2 inh: 10; MT1-MMP act inh: -1; Rpn11 inh: inactive; FAS TE block: -6; E coli Lon inh: -4; MsrA inhibitor: -0.8; Rin1-Abl PPI inh: -4

What do the screens show for `O=C(NC1CC1)c1ccc(CS(=O)c2ccccc2)o1` (configuration not stated)?
bovine MsrA act: 1; CSN deneddyl inh: -3; MLLE-PAM2 inh: 5; MT1-MMP act inh: 0; Rpn11 inh: inactive; FAS TE block: -4; E coli Lon inh: 3; MsrA inhibitor: 0.1; Rin1-Abl PPI inh: -2

How did O=C(NC1CCc2ccccc21)C1CCN(S(=O)(=O)c2ccc(Cl)cc2)CC1 (configuration not stated) do in these assays?
bovine MsrA act: -2; CSN deneddyl inh: 0; MLLE-PAM2 inh: -3; MT1-MMP act inh: -5; Rpn11 inh: inactive; FAS TE block: 3; E coli Lon inh: 7; MsrA inhibitor: -0.9; Rin1-Abl PPI inh: 0

How did c1ccc2c(c1)OCC(c1csc3ncnc(N4CCCCC4)c13)O2 (configuration not stated) do in these assays?
bovine MsrA act: -2; CSN deneddyl inh: 6; MLLE-PAM2 inh: 9; MT1-MMP act inh: -10; Rpn11 inh: inactive; FAS TE block: 29; E coli Lon inh: -8; MsrA inhibitor: 0.2; Rin1-Abl PPI inh: 0

How did CCOc1cc(NC(=O)c2cccs2)c(OCC)cc1NC(=O)c1cccnc1 do in these assays?
bovine MsrA act: -5; CSN deneddyl inh: -8; MLLE-PAM2 inh: 9; MT1-MMP act inh: 2; Rpn11 inh: inactive; FAS TE block: -6; E coli Lon inh: -13; MsrA inhibitor: -0.6; Rin1-Abl PPI inh: 0

Results for COc1ccc(C(=O)OCC(=O)N(C)C2CCS(=O)(=O)C2)cc1S(=O)(=O)N1CCCc2ccccc21 (configuration not stated) ?
bovine MsrA act: -2; CSN deneddyl inh: -4; MLLE-PAM2 inh: -9; MT1-MMP act inh: -2; Rpn11 inh: inactive; FAS TE block: -3; E coli Lon inh: -4; MsrA inhibitor: 1.4; Rin1-Abl PPI inh: 1

What do the screens show for `COc1cccc(-c2nc(CS(=O)(=O)CC(=O)Nc3cccc(C)c3C)c(C)o2)c1`?
bovine MsrA act: 0; CSN deneddyl inh: -4; MLLE-PAM2 inh: -9; MT1-MMP act inh: 4; Rpn11 inh: inactive; FAS TE block: -12; E coli Lon inh: -11; MsrA inhibitor: -0.3; Rin1-Abl PPI inh: -3

How did CC(C)(CSc1ncccn1)NS(=O)(=O)c1ccccc1 do in these assays?
bovine MsrA act: -3; CSN deneddyl inh: -2; MLLE-PAM2 inh: -7; MT1-MMP act inh: 4; Rpn11 inh: inactive; FAS TE block: -3; E coli Lon inh: 4; MsrA inhibitor: 0.9; Rin1-Abl PPI inh: 0

What do the screens show for `O=C(NCc1ccc(OC(F)(F)F)cc1)c1cccc2c1C(=O)c1ccc(N3CCCC3)cc1S2(=O)=O`?
bovine MsrA act: -5; CSN deneddyl inh: 85*; MLLE-PAM2 inh: -61; MT1-MMP act inh: -122; FAS TE block: -44; E coli Lon inh: -15; MsrA inhibitor: 0.4; Rin1-Abl PPI inh: 3

What do the screens show for `COCCNC(=O)CN1C(=O)NC2(CCOc3ccccc32)C1=O` (configuration not stated)?
bovine MsrA act: -2; CSN deneddyl inh: 1; MLLE-PAM2 inh: -7; MT1-MMP act inh: 1; Rpn11 inh: inactive; FAS TE block: -4; E coli Lon inh: -2; MsrA inhibitor: -0.4; Rin1-Abl PPI inh: 4

Results for Cc1c(Cl)cnc(NC(=O)COC(=O)c2nn(C)c(=O)c3ccccc23)c1Cl ?
bovine MsrA act: -10; CSN deneddyl inh: 8; MLLE-PAM2 inh: -7; MT1-MMP act inh: 1; Rpn11 inh: inactive; FAS TE block: 2; E coli Lon inh: 2; MsrA inhibitor: -1.0; Rin1-Abl PPI inh: 1

Results for CCOC(=O)C1(C)CCCN(C(=O)c2ccc(OC)cc2)C1 (configuration not stated) ?
bovine MsrA act: -3; CSN deneddyl inh: 4; MLLE-PAM2 inh: 3; MT1-MMP act inh: -3; Rpn11 inh: inactive; FAS TE block: 0; E coli Lon inh: -6; MsrA inhibitor: -0.5; Rin1-Abl PPI inh: 2

How did CN(C)S(=O)(=O)c1cccc(COC(=O)CN2C(=O)NC3(CCCC3)C2=O)c1 do in these assays?
bovine MsrA act: -5; CSN deneddyl inh: 2; MLLE-PAM2 inh: -12; MT1-MMP act inh: 2; Rpn11 inh: inactive; FAS TE block: -10; E coli Lon inh: -5; MsrA inhibitor: 1.4; Rin1-Abl PPI inh: 0

Results for CC1CCCCN1CCCNC(=O)C1CCN(c2nc3ccccc3o2)CC1 (configuration not stated) ?
bovine MsrA act: -1; CSN deneddyl inh: -2; MLLE-PAM2 inh: -11; MT1-MMP act inh: -2; Rpn11 inh: inactive; FAS TE block: -5; E coli Lon inh: 2; MsrA inhibitor: -0.5; Rin1-Abl PPI inh: -4

Results for O=C(Cn1nnc2c(cnn2-c2ccccc2)c1=O)N1CCN(c2ccccc2F)CC1 ?
bovine MsrA act: -3; CSN deneddyl inh: -2; MLLE-PAM2 inh: 5; MT1-MMP act inh: -1; Rpn11 inh: inactive; FAS TE block: 11; E coli Lon inh: -13; MsrA inhibitor: -0.4; Rin1-Abl PPI inh: 2

How did CCOC(=O)c1ccccc1NC(=O)COc1ccccc1 do in these assays?
bovine MsrA act: 0; CSN deneddyl inh: 10; MLLE-PAM2 inh: 0; MT1-MMP act inh: -5; Rpn11 inh: inactive; FAS TE block: 19; E coli Lon inh: 2; MsrA inhibitor: 0.9; Rin1-Abl PPI inh: 2

Results for CN1C(=O)C(CC#N)(C2(CC#N)C(=O)N(C)c3ccccc32)c2ccccc21 (configuration not stated) ?
bovine MsrA act: -2; CSN deneddyl inh: -2; MLLE-PAM2 inh: -1; MT1-MMP act inh: -2; Rpn11 inh: inactive; FAS TE block: -8; E coli Lon inh: -12; MsrA inhibitor: -0.8; Rin1-Abl PPI inh: -1

What do the screens show for `O=C(O)[C@H](CO)Nc1ncnc2sc3c(c12)CCC3`?
bovine MsrA act: -11; CSN deneddyl inh: 1; MLLE-PAM2 inh: 9; Rpn11 inh: inactive; FAS TE block: -12; E coli Lon inh: 6; MsrA inhibitor: 0.0; Rin1-Abl PPI inh: 1

What do the screens show for `CCC1CCCCN1S(=O)(=O)c1ccc(NC(=O)C2CC(=O)N(C(C)(C)C)C2)cc1` (configuration not stated)?
bovine MsrA act: 1; CSN deneddyl inh: 1; MLLE-PAM2 inh: -10; MT1-MMP act inh: 0; Rpn11 inh: inactive; FAS TE block: -7; E coli Lon inh: -2; MsrA inhibitor: 0.6; Rin1-Abl PPI inh: 1

What do the screens show for `COCCNc1nc(C)cc(-c2cc(C(=O)NC3CCCC3)on2)n1`?
bovine MsrA act: -2; CSN deneddyl inh: 2; MLLE-PAM2 inh: -2; MT1-MMP act inh: 2; Rpn11 inh: inactive; FAS TE block: -8; E coli Lon inh: 5; MsrA inhibitor: -0.4; Rin1-Abl PPI inh: -2

Results for COc1ccccc1NC(=O)C(=O)NNC(=O)COc1ccc2ccccc2c1 ?
bovine MsrA act: -3; CSN deneddyl inh: -2; MLLE-PAM2 inh: 8; MT1-MMP act inh: 2; Rpn11 inh: inactive; FAS TE block: 7; E coli Lon inh: -13; MsrA inhibitor: -0.9; Rin1-Abl PPI inh: -1

How did Cc1ccc(S(=O)(=O)CNC(=S)c2ccc3ccccc3c2)cc1 do in these assays?
bovine MsrA act: -3; CSN deneddyl inh: 6; MLLE-PAM2 inh: 26; MT1-MMP act inh: -10; Rpn11 inh: inactive; FAS TE block: 16; E coli Lon inh: 20*; MsrA inhibitor: 0.2; Rin1-Abl PPI inh: -4

How did CC(C)Cc1nnc(NC(=O)C2CSC3(C)CCC(=O)N23)s1 (configuration not stated) do in these assays?
bovine MsrA act: -2; CSN deneddyl inh: 1; MLLE-PAM2 inh: 0; MT1-MMP act inh: -5; Rpn11 inh: inactive; FAS TE block: -3; E coli Lon inh: -3; MsrA inhibitor: 1.2; Rin1-Abl PPI inh: 4

What do the screens show for `Cc1nc2ccc(S(=O)(=O)NCC(=O)NCc3ccc4c(c3)OCO4)cc2s1`?
bovine MsrA act: 0; CSN deneddyl inh: -1; MLLE-PAM2 inh: -8; MT1-MMP act inh: 2; Rpn11 inh: inactive; FAS TE block: -5; E coli Lon inh: 9; MsrA inhibitor: 1.4; Rin1-Abl PPI inh: 2

What do the screens show for `COc1ccc(C2Oc3ccccc3N2C(C)=O)cc1` (configuration not stated)?
bovine MsrA act: -1; CSN deneddyl inh: 1; MLLE-PAM2 inh: -11; MT1-MMP act inh: 3; Rpn11 inh: inactive; FAS TE block: 0; E coli Lon inh: -5; MsrA inhibitor: -0.4; Rin1-Abl PPI inh: 1

Results for COc1ccc(NC(=S)N2CCN(S(=O)(=O)c3ccccc3)CC2)cc1OC ?
bovine MsrA act: -2; CSN deneddyl inh: 2; MLLE-PAM2 inh: -57; MT1-MMP act inh: 1; Rpn11 inh: inactive; FAS TE block: -3; E coli Lon inh: -13; MsrA inhibitor: -1.0; Rin1-Abl PPI inh: 2

Results for C/C(Cl)=C/Cn1c(SCCN2CCOCC2)nc2c1c(=O)[nH]c(=O)n2C ?
bovine MsrA act: 1; CSN deneddyl inh: 3; MLLE-PAM2 inh: -14; MT1-MMP act inh: 7; Rpn11 inh: inactive; FAS TE block: -4; E coli Lon inh: 1; MsrA inhibitor: 0.0; Rin1-Abl PPI inh: 5

Compounds were not picked by outcome; any-hit rate near 3.7%.
